AmpC inh no detg = qHTS Inhibitors of AmpC Beta-Lactamase (assay without detergent) | AID 485341, 2010 | AmpC nitrocefin hydrolysis, absorbance 480 nm, 0.0001% Triton | actives 0.52% (n = 330,000) | P00811 | Potency, µM (titrated, usually from 57.1 µM), for the others: at the highest dose activity change, negative = inhibition, usual class: inhibitors;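 also: potency is read from the fitted curve at half-maximal effect; plate controls were no compound for no effect and no enzyme for full effect; nearly all actives have a fitted effect of over 20% in size; some results filed as inactive show a strong effect at the top dose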
Target sequence (P00811 whole entry, looked up): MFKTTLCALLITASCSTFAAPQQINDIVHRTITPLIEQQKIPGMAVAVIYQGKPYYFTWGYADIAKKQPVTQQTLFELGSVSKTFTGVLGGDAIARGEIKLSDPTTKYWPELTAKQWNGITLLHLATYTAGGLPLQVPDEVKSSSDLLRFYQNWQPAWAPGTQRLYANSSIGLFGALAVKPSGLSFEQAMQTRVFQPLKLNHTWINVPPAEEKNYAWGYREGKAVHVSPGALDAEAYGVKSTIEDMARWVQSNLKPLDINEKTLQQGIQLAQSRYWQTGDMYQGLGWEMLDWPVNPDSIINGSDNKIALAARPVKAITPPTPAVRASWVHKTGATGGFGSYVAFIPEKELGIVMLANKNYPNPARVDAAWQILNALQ
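AmpC (5.3 nM in the dispensed reagent) in 20 mM phosphate pH 7.0 with 0.01% (detergent screen) or 0.0001% Triton X-100 was preincubated with compounds for 15 min at room temperature. Nitrocefin was then added from an 800 uM solution, and hydrolysis was followed at 480 nm.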
Shiga toxin inh = A qHTS for Small Molecule Inhibitors of Shiga Toxin. Vero cells, Shiga toxin protein synthesis inhibition reporter. inhibition, % at 38.7 µM. actives 9.2% (n = 290,000). AID 2315, 2010; in the data active = inhibition mostly above about 28%, no sharp cut-off; inactive = mostly below about 43%; also: 0% is about no effect
HCMV antiviral = qHTS Assay for inhibitors of the human cytomegalovirus (HCMV) | HFF cells, HCMV-luciferase reporter, 72 h; hits give low values | activity change, negative = inhibition, % at 57.5 µM | actives 4.5% (n = 410,000) | AID 1259415, 2018; in the data active = activity change below about -60%; inconclusive = no clear call, values can overlap the other calls; inactive = above about -39%; also: % is scaled to controls: 0 for no effect and ±100 for the full control effect
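Compounds were evaluated in HFFs infected with an HCMV luciferase reporter virus (MOI 1 PFU/cell). Luciferase in lysates collected 72 h post infection served as the replication measure.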
CHX counter = Cycloheximide Counterscreen for Small Molecule Inhibitors of Shiga Toxin. cell reporter, cycloheximide protein synthesis inhibition counterscreen. max response, %. actives 12% (n = 300,000); in the data active = max response mostly above about 13%, no sharp cut-off; inactive = mostly below about 14%; also: read at 38.3 µM for the half of the compounds with a filed dose; 0% is about no effect
AmpC inh detg = qHTS Inhibitors of AmpC Beta-Lactamase (assay with detergent). P00811. AmpC hydrolysis of nitrocefin, absorbance 480 nm, 0.01% Triton. Potency, µM (highest dose often 114 µM), inactives show at the highest dose activity change, negative = inhibition, usual class: inhibitors. actives 0.041% (n = 370,000);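 also: potency is read from the fitted curve at half-maximal effect; 0% = no-compound wells and -100% = no-enzyme wells; nearly all actives have a fitted effect of over 25% in size; some results filed as inactive show a strong effect at the top dose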
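20 mM phosphate pH 7.0 + 0.01% (detergent screen) or 0.0001% Triton X-100; 5.3 nM AmpC reagent; cpd preinc 15 min RT; nitrocefin (800 uM stock) to start; A480 q20 s × 4 min; Activity was normalised to no-enzyme and no-compound control wells.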
Giardia FBPA inh = qHTS Assay for Inhibitors of Fructose-1,6-bisphosphate Aldolase from Giardia Lamblia. Potency, µM (titrated, usually from 59.6 µM), for inactives: at the highest dose activity, negative = inhibition, actives largely listed as inhibitors. purified Giardia FBPA. AID 2451, 2010. actives 0.71% (n = 290,000). A8B2U2; also: potency is read from the fitted curve at half-maximal effect; % is scaled to controls: 0 for no effect and ±100 for the full control effect; nearly all actives have a fitted effect of over 55% in size
Target sequence (A8B2U2 whole entry, looked up): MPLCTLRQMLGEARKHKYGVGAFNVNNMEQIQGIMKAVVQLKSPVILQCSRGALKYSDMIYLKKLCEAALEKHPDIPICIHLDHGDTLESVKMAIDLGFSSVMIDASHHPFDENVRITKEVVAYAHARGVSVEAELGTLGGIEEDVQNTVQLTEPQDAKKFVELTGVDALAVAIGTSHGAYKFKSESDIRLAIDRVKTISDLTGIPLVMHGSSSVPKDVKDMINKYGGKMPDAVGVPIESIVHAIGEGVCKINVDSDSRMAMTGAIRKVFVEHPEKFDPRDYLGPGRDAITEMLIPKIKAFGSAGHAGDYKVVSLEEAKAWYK
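40 nM FBPA preincubated 10 min at RT with compound (up to 57.5 uM final), then substrate plus GAPDH/TPI/NAD/arsenate coupling and diaphorase/resazurin added. Fluorescence read after 20 min at RT, 525/598 nm.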
AMA1-RON2 inh = qHTS for Inhibitors of AMA1-RON; Towards Development of Antimalarial Drug Lead: Primary Screen; AID 720542, 2013; Potency, µM (series often up to 58.2 µM), inactives show at the top dose activity change, negative = inhibition, usual class: inhibitors; actives 0.2% (n = 360,000); AlphaScreen AMA1-biotinylated RON2 peptide binding; Plasmodium falciparum AMA1 (3D7) - RON2 peptide interaction;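 also: potency is read from the fitted curve at half-maximal effect; 0% = vehicle wells and -100% = peptide control; nearly all actives have a fitted effect of over 45% in size; some results filed as inactive show a strong effect at the top dose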
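AMA1 (3D7) with his tag at 25 nM final met compounds first, then biotinylated RON2 peptide at 25 nM; detection used donor plus acceptor beads, 10 µg/mL apiece, read by AlphaScreen after 30 min at room temperature.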
The depositor's hits bear a star; ? = inconclusive; · = no result given; & = joins results of further samples; [ ] = remark or other dose. Unless noted, calls follow the shape of the dose curve; as a rule, active = well fitted curve in the direction sought with a large enough effect; inconclusive = small, poorly fitted or top-dose-only effect, or another doubt; inactive = no such curve, though single readings can be large; an effect the other way counts as inactive or inconclusive.

Start of the listing, in advance, two compounds:
SMILES | AmpC inh no detg | Shiga toxin inh | HCMV antiviral | CHX counter | AmpC inh detg | Giardia FBPA inh | AMA1-RON2 inh
Cc1cc(C)c2nc(NNC(=O)c3ccc(S(=O)(=O)N4CCCCC4)cc3)sc2c1 | -21.6% | -9.5 | -96.0* | 6.8 | -3.5% | -27.4% | 42.9%[activator]
CCCCc1nc2cc(C(=O)N3CCNC(=O)C3CC(=O)OC)ccc2o1 (stereo unspecified) | 3.3% | 8.4 | -23.8 | 14.8* | ? | 4.8% | -0.7%

The list itself, previewed entries included:
SMILES | AmpC inh no detg | Shiga toxin inh | HCMV antiviral | CHX counter | AmpC inh detg | Giardia FBPA inh | AMA1-RON2 inh
Cc1cc(C)c2nc(NNC(=O)c3ccc(S(=O)(=O)N4CCCCC4)cc3)sc2c1 | -21.6% | -9.5 | -96.0* | 6.8 | -3.5% | -27.4% | 42.9%[activator]
CCCCc1nc2cc(C(=O)N3CCNC(=O)C3CC(=O)OC)ccc2o1 (stereo unspecified) | 3.3% | 8.4 | -23.8 | 14.8* | ? | 4.8% | -0.7%
O=C1CC(c2ccco2)Sc2ccccc2N1 (stereo unspecified) | -5.9% | 3.3 | · | 5.3 | -1.2% | 22.6% | -5.9%
CCCCCCCOc1ccc(C(=O)Nc2cccnc2)cc1 | -7.1% | · | ? | 0.9 | ? | -3.1% | 3.5%
CSc1ncccc1C(=O)Nc1nc2ccc(F)cc2s1 | -22.1% | 138.0* | ? | 53.4* | 1.5% | -3.3% | -7.3%
Cc1[nH]n(-c2ccccc2)c(=O)c1N=Nc1ccc(C(=O)O)cc1 | -16.5% | -5.0 | 8.1 | 9.7 | 0.7% | -24.9% | -10.5%
CC(C)N1CCN(S(=O)(=O)c2ccc3ccccc3c2)CC1 | -2.0% | -15.0 | 27.3 | -0.9 | -17.3% | ? | ?
O=C1CSC(=S)N1/N=C/C=C/c1ccccc1 | ? | 34.9 | -11.0 | 9.9 | ? | 18.1% | 24.9%
CCc1noc(C)c1C(=O)Nc1nc(-c2ccccc2)c(C(C)=O)s1 | -18.1% | · | -31.2 | · | 0.2% | · | -4.8%
CCOC(=O)c1c(C)c(C(=O)Nc2cc(OC)ccc2OC)c(C)n1CC | 36.8% | -9.1 | 36.8 | 1.1 | -14.4% | -6.6% | ?
Cc1ccc(NS(=O)(=O)c2ccc(NC(=O)c3cccs3)cc2)cc1 | -29.1% | -0.7 | ? | -1.8 | -2.6% | 1.2% | 8.2%
CCOc1ccc2nc(SC3CC(=O)N(c4ccc(C)cc4)C3=O)sc2c1 (stereo unspecified) | -6.1% | -4.9 | 88.0 | 2.1 | -0.2% | 6.3% | 16.7%
COc1ccc(-n2c(=O)c3c4c(sc3n(CC(=O)NCc3ccco3)c2=O)CCC4)c(OC)c1 | 72.2%[activator] | 14.0 | · | 20.2 | -4.8% | 1.5% | -18.9%
Cc1ccc(S(=O)(=O)Oc2cccc(N3C(=O)C4CC=CCC4C3=O)c2)cc1 (stereo unspecified) | -19.6% | -33.6 | -4.9 | 1.3 | 2.8% | -0.5% | 64.8%[activator]
Cc1cccc(NC(=S)N(CCCN2CCOCC2)Cc2cn(C)c3ccccc23)c1 | -20.8% | -11.9 | -89.0* | -2.7 | -10.0% | -0.3% | -16.0%
O=C(CCNS(=O)(=O)c1cccs1)N1CCN(c2ccc(F)cc2)CC1 | -0.3% | -7.7 | -11.6 | -5.6 | -6.1% | -4.9% | -10.2%
COc1ccc(-n2nc3ccc(NS(C)(=O)=O)cc3n2)cc1Cl | -30.3% | 34.5* | 22.3 | 9.6* | -2.8% | -11.5% | -18.0%
COc1ccc(OCCNC(=O)C(Cc2c[nH]c3ccccc23)NC(C)=O)cc1 (stereo unspecified) | -7.2% | -3.2 | 35.0 | 2.4 | 1.4% | 0.4% | -9.1%
O=C(O)c1cccc(CSc2nnc(-c3cccnc3)o2)c1 | -8.6% | 4.2 | -7.0 | 5.6 | -9.0% | 8.5% | -4.1%
CC(C)Cc1ccc(S(=O)(=O)Nc2cccnc2)cc1 | -16.2% | -4.9 | -2.2 | -3.1 | -8.3% | 25.2% | 21.7%
CCOC(=O)CC(NC(=O)Cc1ccccc1)c1ccccc1Cl (stereo unspecified) | -14.2% | -9.8 | 13.6 | -2.2 | -11.4% | -2.3% | 6.6%
O=C(Nc1cccnc1Cl)c1cccnc1Cl | -8.2% | -11.1 | 47.6 | -3.6 | 0.6% | 2.3% | ?
CC(C)Oc1cccc(C(=O)NC(=S)NCc2cccnc2)c1 | -27.5% | -5.0 | -19.8 | 2.7 | -19.0% | -1.3% | 15.5%
Cc1nn(-c2ccccc2)c(C)c1/C=N/NC(=O)CSc1nnc(SCc2cccc3ccccc23)s1 | 2.24µM* | 15.6 | -17.5 | 7.3 | 2.0% | 1.6% | -0.7%
CCNC(=S)NNC(=O)Cn1nc(C)cc1C | -18.8% | -14.6 | -11.3 | -3.6 | -14.9% | 8.2% | 30.9%[activator]
CCCc1nnc(NC(=O)CCC(=O)N2CCC(Cc3ccccc3)CC2)s1 | -5.3% | -12.5 | 23.4 | -6.3 | -0.5% | · | 12.7%
O=C(Nc1cccnc1)c1ccc(CN2CCc3ccccc3C2)cc1 | -8.5% | -8.2 | -35.3 | -3.8 | ? | ? | 3.7%
Cc1cc2cc3c(N)[nH]nc3nc2cc1C | -10.4% | 40.9* | 50.5 | 20.7* | -6.0% | -5.1% | -3.1%
COc1cc(C(=O)OCc2cc(=O)oc3c(C)c(C)ccc23)ccc1OC(F)F | -24.0% | 19.3 | -64.9* | -5.1 | -6.8% | 10.0% | 7.3%
O=c1ccc(S(=O)(=O)N2CCCC2)c[nH]1 | -17.5% | · | 29.7 | · | · | · | 8.9%
O=C(OCC(=O)c1ccc[nH]1)c1ccc(C(F)(F)F)cc1 | -20.1% | · | 2.7 | · | · | · | -1.6%
CC(=O)Nc1ccc(-c2cc(C(=O)O)c3ccccc3n2)cc1 | -7.3% | 16.4 | 0.0 | 18.3 | -8.7% | 2.0% | 0.0%
Cc1nn(CC(=O)NCCN2CCCCCC2)c(=O)c2nn(-c3ccccc3)c(C)c12 | 70.0%[activator] | -2.3 | -36.0 | -0.3 | 0.2% | -13.3% | -1.9%
COCc1cc(=O)[nH]c(/N=C(\N)Nc2ccc(C)cc2C)n1 | -8.5% | -2.0 | ? | -1.6 | 6.6% | -2.0% | 14.9%
O=C(NCCN1CCOCC1)c1sc2cc(Cl)ccc2c1Cl | 99.5%[activator] | 45.0* | 16.2 | 17.3* | -11.8% | 2.2% | 3.4%
c1ccc(-c2cc3cc4c(cc3cn2)OCO4)cc1 | -19.9% | · | -12.1 | · | · | · | -11.2%
CCN(CC(=O)Nc1cccc(OC)c1)CC(=O)Nc1ccc(C)cc1Cl | 28.9% | 7.7 | -3.5 | -0.7 | 7.3% | 15.8µM* | 6.4%
COCc1ccc(C(=O)NC(C)c2cnn(-c3ccccc3C)c2C)o1 (stereo unspecified) | -3.1% | 21.1 | 25.6 | 8.7 | -4.0% | 4.2% | -3.5%
Cc1cc(C)c(C#N)c(SCc2ccccc2[N+](=O)[O-])n1 | -9.4% | -8.1 | -96.9* | -0.2 | -3.2% | -0.7% | -7.4%
CN(C)C(=O)Oc1ccc(Cl)c2ccccc12 | 11.9% | 15.2 | 32.2 | 5.0 | ? | -21.1% | -5.7%
O=C1CN(S(=O)(=O)c2ccccc2)CCN1 | 3.9% | · | 12.1 | · | · | · | 6.2%
Cc1ccc(NC(=O)Cc2nnc(SCC(=O)Nc3ccc(N4CCOCC4)cc3)n2C)cc1 | 5.6% | -8.7 | 29.3 | -0.7 | 3.0% | 9.1% | -11.7%
O=C(Nc1cccc(-c2cn3cccnc3n2)c1)c1ccco1 | -23.4% | 29.3 | 13.7 | 24.2* | 5.8% | -0.3% | -19.9%
CC1CN/C(=C\C(=O)c2ccccc2)C(=O)N1 (stereo unspecified) | -17.3% | 79.2 | 30.4 | 43.5* | 2.8% | · | 1.1%
Cc1c(O)c(=O)ccn1C | -27.5%&-17.1% | -10.2&24.6 | · | -4.3&11.4 | -4.0%&1.1% | ? | 86.5%[activator]
Cc1nonc1C(=O)N1CCCC(Nc2ccc(C(C)C)cc2)C1 (stereo unspecified) | 67.4%[activator] | 2.0 | -14.3 | 9.6 | 1.1% | -3.1% | -6.8%
Cc1nn(C)cc1C(C)NC(=O)c1cc(COc2c(F)cccc2F)on1 (stereo unspecified) | 3.7% | -7.0 | -28.8 | 6.5 | 6.8% | 14.6% | 11.4%
O=C1NCCCC1C(=O)N/N=C/c1ccccc1O (stereo unspecified) | -22.9% | 22.1 | ? | 6.6 | -4.1% | -17.0% | 82.6%[activator]
O=C(CN1CCN(Cc2ccccc2)CC1)Nc1ccc2c(c1)CCC2 | 88.8%[activator] | 2.6 | 36.5 | 13.6 | 2.2% | -7.1% | ?
COc1ccc(CNc2oc(COc3ccccc3)nc2C#N)cc1 | -31.6% | 40.2* | 4.7 | 20.3* | -13.6% | -9.3% | -25.6%

Look-ups from the entries so far.
CHX counter with Cc1nonc1C(=O)N1CCCC(Nc2ccc(C(C)C)cc2)C1 (stereo unspecified) → 9.6
AmpC inh no detg with Cc1c(O)c(=O)ccn1C → -27.5%&-17.1%
AMA1-RON2 inh with Cc1nn(C)cc1C(C)NC(=O)c1cc(COc2c(F)cccc2F)on1 (stereo unspecified) → 11.4%
AmpC inh no detg with Cc1ccc(NC(=O)Cc2nnc(SCC(=O)Nc3ccc(N4CCOCC4)cc3)n2C)cc1 → 5.6%

(next part)
SMILES | AmpC inh no detg | Shiga toxin inh | HCMV antiviral | CHX counter | AmpC inh detg | Giardia FBPA inh | AMA1-RON2 inh
Cn1c(=O)c2c(ncn2CCNC2=NCCCCC2)n(C)c1=O | -14.1% | -12.9 | -10.1 | -1.2 | -12.0% | 0.9% | 1.3%
CCC(CO)Nc1ccc(-c2nn(C)c(=O)c3ccccc23)cc1[N+](=O)[O-] (stereo unspecified) | -2.2% | -1.0 | -0.4 | -2.3 | 0.3% | 0.1% | 2.3%
CCOC(=O)Cn1c(=O)n(C2CCCC2)c(=O)c2ccccc21 | -11.3% | 5.4 | -12.7 | -1.0 | ? | -3.5% | 12.4%
COc1ccc(NC(=O)C2CCC(N3C(=O)C4CCCCC4C3=O)CC2)cc1 (stereo unspecified) | 6.4% | -5.9 | 6.8 | -1.8 | -1.4% | 7.6% | 8.5%
CN(C)CCCN(C(=O)c1ccc(S(=O)(=O)N(C)Cc2ccccc2)cc1)c1nc2cc3c(cc2s1)OCO3 | 174.1%[activator] | -8.4 | ? | -3.3 | 1.7% | -32.6% | ?
COc1ccccc1C(=O)NC(=O)COC(=O)c1cccc(OC(F)F)c1 | -23.4% | · | -23.6 | · | ? | · | 14.2%
